Screening data from PubChem BioAssay.
PTPN22 inh 2: LYP (human) phosphatase inhibition; Q9Y2R2; recombinant LYP catalytic domain, DiFMUP fluorescence; inhibition, % at 2 µM; 0.21% of 96,000 active; AID 640;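 active = inhibition at 2 µM at or above a set limit, the screen mean plus 3 SD, cut at about 24% in these data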;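 also: 0% = DMSO with enzyme and 100% = enzyme fully blocked by orthovanadate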
HUVEC tox IL1B: toxic to HUVEC cells under IL-1B stimulation; cell count reduction, % at 2 µM; 0.41% of 94,000 active; AID 845; HUVEC cell count loss, Hoechst imaging, IL-1B stimulated;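 active = cell count reduction more than 3 SD above the screen-wide mean, cut at about 70% in these data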;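 also: normalized per plate to untreated control cells as the no-loss baseline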
Smad3 inh: blocks human Smad3 binding to FoxH1 peptide; inhibition, % at 25 µM; 0.29% of 88,000 active; P84022; TR-FRET Smad3/Dy647-FoxH1 peptide binding, europium anti-His;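 active = compounds that reduce the energy-transfer binding signal between the protein and its labelled peptide by more than half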;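 also: 0% = Smad3 plus labelled peptide maximal FRET and 100% = peptide-only background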
Target sequence (P84022 whole entry, looked up): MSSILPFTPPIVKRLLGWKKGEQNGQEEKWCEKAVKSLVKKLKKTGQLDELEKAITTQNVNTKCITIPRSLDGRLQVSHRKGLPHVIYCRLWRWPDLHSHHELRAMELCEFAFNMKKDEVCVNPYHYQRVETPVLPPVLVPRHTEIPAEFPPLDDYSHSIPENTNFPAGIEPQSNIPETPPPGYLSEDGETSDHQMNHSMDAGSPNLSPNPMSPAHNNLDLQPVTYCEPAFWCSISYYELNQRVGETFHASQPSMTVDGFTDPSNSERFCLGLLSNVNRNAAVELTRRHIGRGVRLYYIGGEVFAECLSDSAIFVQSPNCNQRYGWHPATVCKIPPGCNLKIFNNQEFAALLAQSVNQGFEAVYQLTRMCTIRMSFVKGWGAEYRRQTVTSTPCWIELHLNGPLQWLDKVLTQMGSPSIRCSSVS
F-actin modifier: alters cytoskeleton assembly in HUVEC cells | HUVEC TNFa F-actin phalloidin imaging, high content | inhibition, % at 2 µM | 0.18% of 91,000 active;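 active = inhibition above the batch mean plus 3 SD and confirmed as a hit by visual image inspection, cut at about 30% in these data, passing the limit was not always enough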; also: strong numbers were not always called active
HUVEC tox TNFa: toxic to HUVEC cells under TNF alpha stimulation. HUVEC TNFalpha-stimulated, Hoechst cell count, imaging. cell count reduction, % at 2 µM. 0.17% of 93,000 active. AID 848;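 active = cell count reduction exceeding the screen mean by over 5 SD, scaled to untreated wells per plate, cut at about 78% in these data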;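 also: cells counted after 24 h of TNF alpha exposure following the 1 h pretreatment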
Calb biofilm kill: kills Candida albicans biofilms; C. albicans biofilm + clotrimazole, Alamar Blue; inhibition, % at 6 µM; 0.14% of 85,000 active;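 active = inhibition above 20%; inactive = inhibition below 20%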;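 also: preformed 24 hr biofilms exposed to compound for 48 hr; 0% = biofilm without compound and 100% = blank killed by clotrimazole plus chlorhexidine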
VCAM1 TNFa inh: reduces TNF alpha induced VCAM1 expression in HUVEC; 0.48% of 95,000 active; inhibition, % at 2 µM; HUVEC TNFa-induced VCAM-1 immunofluorescence, high-content imaging;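 active = inhibition above the batch mean plus 3 SD, with images confirmed as a hit by eye, cut at about 37% in these data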;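 also: 0% = TNF-stimulated DMSO wells and 100% = unstimulated control wells; not every result past the cut was called active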
MT1-MMP txn act: activates MT1-MMP transcription | HT1080 MT1-MMP promoter luciferase reporter, luminescence, overnight; hits give high values | activation factor at 10 µM | 0.16% of 86,000 active | AID 750;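 active = activation factor of at least 2 for MT1-MMP transcription at 10 µM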
DAT uptake mod: modulates human dopamine transporter uptake under cocaine | AID 449768 | LLC-PK1 hDAT cells, [14C]-dopamine uptake with cocaine IC80; actives deviate in either direction | 1.3% of 110,000 active | B-score at 10 µM | Q01959;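 active = Z score or B-score, a plate-position-corrected score, falls beyond the plate's 99.7% confidence bounds, in either direction; inactive = both scores lie inside the 99.7% bounds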;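 also: scored against the spread of the other compound wells on the same plate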
Target sequence (Q01959 whole entry, looked up): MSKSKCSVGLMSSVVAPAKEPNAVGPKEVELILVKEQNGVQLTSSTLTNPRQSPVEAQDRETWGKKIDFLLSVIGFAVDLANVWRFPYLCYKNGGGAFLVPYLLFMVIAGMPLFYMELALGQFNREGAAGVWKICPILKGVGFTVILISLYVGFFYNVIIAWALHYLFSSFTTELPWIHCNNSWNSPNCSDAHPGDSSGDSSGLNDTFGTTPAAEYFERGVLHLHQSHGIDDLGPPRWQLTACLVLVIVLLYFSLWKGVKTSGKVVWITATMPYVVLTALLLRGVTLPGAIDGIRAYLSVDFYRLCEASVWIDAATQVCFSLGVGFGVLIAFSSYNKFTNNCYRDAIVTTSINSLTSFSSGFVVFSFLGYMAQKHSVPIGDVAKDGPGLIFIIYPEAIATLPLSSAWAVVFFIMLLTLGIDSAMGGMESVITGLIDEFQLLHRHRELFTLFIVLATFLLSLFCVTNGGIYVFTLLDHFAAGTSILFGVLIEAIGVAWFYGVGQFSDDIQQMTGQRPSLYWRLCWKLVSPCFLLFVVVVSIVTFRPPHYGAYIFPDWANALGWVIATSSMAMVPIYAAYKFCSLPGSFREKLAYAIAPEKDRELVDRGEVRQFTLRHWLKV
Numbers without * were called inactive; x = not tested or not shown; [ ] = dose if it differs, or a comment.

SMILES	PTPN22 inh 2	HUVEC tox IL1B	Smad3 inh	F-actin modifier	HUVEC tox TNFa	Calb biofilm kill	VCAM1 TNFa inh	MT1-MMP txn act	DAT uptake mod
O=C(O)C1CCCN1S(=O)(=O)c1ccc2c(c1)CCC2 (stereo unspecified)	3.3	6.5	7.6	14.9	-12.8	0.6	7.8	1.1	-0.736
CC(C)(C)NC(=O)CSc1n[nH]c(=O)n1-c1ccccc1	x	x	5.3	x	x	10.8	x	1.1	-0.02
Cc1nn(Cc2ccc(Cl)c(Cl)c2)c(C)c1NC(=O)c1cn(-c2ccccc2)nc1-c1ccccc1	3.1	-13.3	x	1.4	-2.6	x	-22.2	x	0.45
CCOC(=O)N1CCN(C(=O)C(NC(=O)c2ccc(CC)cc2)C(C)C)CC1 (stereo unspecified)	7.3	7.4	-1.1	-31.9	-9.4	5.0	9.3	1.1	0.0101
Cn1c(=O)n(-c2cccc(Cl)c2)c(=O)c2c3c(sc21)COC(C)(C)C3	2.6	-3.6	-6.2	2.5	-17.5	-1.4	-0.2	1.3	-0.0393
CCCCn1c(-c2ccc([N+](=O)[O-])cc2)n[nH]c1=S	-1.5	56.0	x	0.1	-7.8	x	-19.0	x	-0.501
Cc1cc(C)nc(SCC(=O)c2ccc3c(c2)OCCO3)n1	6.5	22.4	x	-7.1	-15.1	x	7.3	x	1.53
CCOC(=O)c1c(C)[nH]c(C(=O)OCC(=O)Nc2ccc(OC)c(Cl)c2)c1C	7.4	6.4	x	0.5	-8.6	x	4.8	x	-0.29
CN(C(=O)C12CC3CC(CC(C3)C1)C2)C1CCS(=O)(=O)C1 (stereo unspecified)	1.9	-18.8	-11.6	-6.5	-17.7	-8.4	-7.3	1.4	-1.28
CCOc1cc(-c2nc(-c3ccccc3OC)no2)cc(OCC)c1OCC	-4.6	37.6	5.9	18.2	-18.4	4.3	15.9	1.2	0.764
CCN(CC)S(=O)(=O)c1ccc(NC2c3ccccc3C(=O)N2c2ccc(C)cn2)cc1 (stereo unspecified)	-2.3	18.5	6.9	-3.1	47.6	3.3	8.2	x	0.0255
CC(C)(C)SCCNC(=O)CN(c1ccc(F)cc1)S(C)(=O)=O	-13.2	-12.4	3.3	-36.5	79.3*	8.8	90.0*	1.1	-0.0487
O=C(c1ccccc1)c1c[nH]c(C(=O)NCCCN2CCOCC2)c1	12.0	19.6	x	-7.6	15.6	x	13.0	x	-0.94
CSc1nc(C)c(C(=O)Nc2ccccc2)c(C)c1C#N	-6.7	-7.8	-5.2	-17.2	12.2	7.4	10.0	1.1	0.089
Cc1cc(S(=O)(=O)Nc2ccccc2C)ccc1F	-8.1	-26.3	3.4	10.9	-4.3	7.5	18.3	1.1	-1.83
O=C(CN1C(=O)CCS(=O)(=O)c2ccccc21)Nc1cccc(Cl)c1	4.8	-17.8	4.3	17.6	-11.2	3.7	10.9	1	-0.818
COc1ccc(CCNS(=O)(=O)c2cccs2)cc1	-3.4	-32.8	x	-11.0	7.9	x	6.0	0.9	-0.726
COc1cc(CC(=O)OC2CCOC2=O)cc(OC)c1OC (stereo unspecified)	-0.9	-4.7	12.5[fluorescence artefact?]	8.2	-24.4	3.6	-26.8	1.1	-0.165
COc1ccc2oc(=O)c(C(=O)N3CCN(c4ccccc4)CC3)cc2c1	-5.0	33.7	-1.5	-30.6	-20.2	4.8	-83.3	1.2	3.42*
CC(C)(C)N1CC2([N+](=O)[O-])CN(C(C)(C)C)CC([N+](=O)[O-])(C1)C2	-3.8	-1.0	1.7	7.0	-7.7	3.5	21.8	1.2	-1.31
CC1CN(C(=O)c2cc3ccccc3oc2=O)CC(C)O1 (stereo unspecified)	x	x	-1.1	x	x	5.8	x	1.1	0.0982
Cc1nn(Cc2ccccc2Cl)c(C)c1NC(=O)/C=C/c1cnn(C)c1	5.1	6.4	x	0.3	-18.3	x	6.0	x	0.041
CN1CCN(C2=Cc3ccc(Cl)cc3Sc3ccc(F)cc32)CC1	4.5	-21.8	-18.9[fluorescence artefact?]	-3.4	-34.9	-6.2	-33.0	1.2	-0.105
Cc1noc(C)c1COC(=O)COc1cccc2c1OC(C)(C)C2	0.5	10.7	-1.9	3.7	-23.6	-0.4	-4.9	1	0.403
COc1ccccc1N1CCN(CCCC(=O)c2ccc(F)cc2)CC1	11.4	-34.0	-10.9	-22.6	-7.0	4.5	0.8	1.1	0.0542

The list goes on, overlapping the part above by 3 compounds.
SMILES	PTPN22 inh 2	HUVEC tox IL1B	Smad3 inh	F-actin modifier	HUVEC tox TNFa	Calb biofilm kill	VCAM1 TNFa inh	MT1-MMP txn act	DAT uptake mod
CN1CCN(C2=Cc3ccc(Cl)cc3Sc3ccc(F)cc32)CC1	4.5	-21.8	-18.9[fluorescence artefact?]	-3.4	-34.9	-6.2	-33.0	1.2	-0.105
Cc1noc(C)c1COC(=O)COc1cccc2c1OC(C)(C)C2	0.5	10.7	-1.9	3.7	-23.6	-0.4	-4.9	1	0.403
COc1ccccc1N1CCN(CCCC(=O)c2ccc(F)cc2)CC1	11.4	-34.0	-10.9	-22.6	-7.0	4.5	0.8	1.1	0.0542
Cc1ccc(NC(=O)CSc2nc3c(c(=O)[nH]2)CCC3)cc1C	-5.7	-7.0	14.7	-20.4	1.9	-2.9	7.8	1.3	1.63
O=c1cc(O)nc(SCc2ccccc2)n1-c1ccc(F)cc1	7.4	-21.7	x	7.5	-2.1	x	3.1	x	-1.33
CCN1CCN(c2ncnc3c2oc2nc(C)c4c(c23)CC(C)(C)OC4)CC1	-3.0	-9.4	-8.9	21.9	-36.5	6.9	14.5	1.3	x
O=C(CSc1ccccc1C(=O)O)NCc1ccco1	3.5	-0.6	8.2[fluorescence artefact?]	4.4	-31.1	11.2	4.4	1.1	-0.849
Clc1ccc(CSc2nnc(-c3ccccn3)n2Cc2ccco2)c(Cl)c1	7.5	4.8	3.9	6.9	-23.7	6.2	2.5	1.1	2.05
CCc1ccccc1NC(=O)N1C2CCCC1CC(NC(=O)C(C)(C)C)C2 (stereo unspecified)	x	x	-4.3	x	x	3.9	x	1.1	0.693
Cc1noc(C)c1C(=O)OCC(=O)Nc1cc(Cl)ccc1Oc1ccccc1	13.8	-2.0	-25.3	x	-66.7	4.1	-2.1	1.3	1.1
Cc1cc(Br)cc(C)c1OCCCCN(C)C	4.2	-8.9	x	-2.3	-39.4	x	-23.1	x	-0.251
N#CCCN1CCN(CCC#N)CC1	-0.7	4.1	18.0	5.2	-24.8	1.9	-31.7	0.9	-0.457
Cc1cc(C)n2nc(SCC(=O)N(C)C)nc2n1	2.3	6.4	3.3	12.8	-10.6	2.3	17.3	1.2	-0.891
Cc1ccsc1/C=N/Nc1nc(Cl)c(Cl)cc1Cl	-1.5	-5.5	-0.3	4.1	-17.1	10.7	11.8	1.8	-0.435
CCCCc1c(C)nc(N)[nH]c1=O	-4.3	0.0	-1.8	-30.2	-26.6	3.3	16.2	1	0.0398
O=C(O)Cn1c2c(c3ccccc31)CCCC2	x	x	7.8	x	x	2.0	x	1.1	-0.526
O=C(CSC(=S)N1CCOCC1)N1N=CCC1c1ccccc1 (stereo unspecified)	-0.5	-149.6	-24.6	-10.7	-14.9	7.0	13.0	1.2	-0.0177
Cc1c(C(=O)/C=C/c2cccs2)oc2ccc(F)cc12	3.2	3.2	1.1	x	-38.5	-4.0	4.2	1.6	0.0962
COC(=O)c1ccc(NC(=S)N2CCN(Cc3cccc(C)c3)CC2)cc1	1.5	-8.2	x	-2.0	2.5	x	1.3	x	1.32
COc1ccc(N(C2CSC2)S(=O)(=O)c2ccccc2)cc1	-1.6	0.8	3.7	15.7	-34.9	5.1	0.9	1.3	0.0417
Cc1nonc1NC(=O)OC1CCCCC1	-11.4	4.0	x	-9.9	-25.8	x	4.8	x	-1.1
CCn1nc(C)c(NC(=O)CCCSc2nc(-c3ccco3)cc(C(F)(F)F)n2)c1C	-12.9	-22.3	-1.8	7.4	-30.7	8.4	-3.0	1.1	2.72
COc1ccc(-c2noc(CCC(=O)NCc3cccnc3)n2)cc1OC	x	x	-9.9	x	x	10.5	x	1.1	0.607
CC(c1ccc(Br)cc1)N1CC23C=CC(O2)C(C(=O)O)C3C1=O (stereo unspecified)	-0.7	-12.9	10.6	18.3	-2.4	1.8	0.4	1.1	-0.187
CC(=O)CC(c1ccccc1)S(=O)(=O)c1ccc(C)cc1 (stereo unspecified)	6.2	-16.7	x	3.8	-0.3	x	1.1	x	-0.799
COc1ccccc1/C=N/n1cnnc1	x	x	-3.8	x	x	5.3	x	1.4	-0.606
O=C(NC(=O)c1ccccc1)OCC(F)(F)F	-1.2	7.5	6.3	22.6	-39.2	4.3	13.2	1.1	0.236
CCOC(=O)c1cc(-c2ccc(C)cc2)n(CCC(=O)NC(C)CC)c1C (stereo unspecified)	5.2	1.3	-1.8	9.4	-12.1	6.3	-10.1	1	0.484
Next results:
SMILES	PTPN22 inh 2	HUVEC tox IL1B	Smad3 inh	F-actin modifier	HUVEC tox TNFa	Calb biofilm kill	VCAM1 TNFa inh	MT1-MMP txn act	DAT uptake mod
CC(C)CCOc1ccc(C(CC(N)=O)C(=O)O)cc1 (stereo unspecified)	4.9	7.5	7.0[fluorescence artefact?]	-23.7	-1.8	6.3	1.6	1.2	-1.02
Cc1cc(C)c2c(c1)OC(O)(C(F)F)CC2=O (stereo unspecified)	-1.8	-3.8	4.5	7.8	-8.8	1.6	4.3	1.1	-0.683
CCOCCCn1c(=N)c(C(=O)NCc2ccc3c(c2)OCO3)cc2c(=O)n3cccc(C)c3nc21	1.9	-9.1	-3.3	2.2	-16.9	4.3	-5.6	1.2	0.479
O=C(/C=N/O)NCCN1CCCCC1	-9.7	10.8	-1.3	-6.2	-3.7	4.0	23.4	1	-0.146
N/C(=N\c1nc2ccccc2o1)NC(=O)c1ccccc1F	7.4	-0.6	12.2	-33.9	11.2	9.6	-0.4	1.5	0.742
C/C(NC1CCCC1)=C(/C#N)C(N)=O	-6.1	-3.6	3.1	-20.4	x	8.9	-41.0	1.1	0.0175
NC(=O)c1c(NC(=O)Cc2cccs2)sc2c1CCC2	-3.9	-14.9	-10.2	2.5	0.7	7.0	92.5*	1.1	-0.701
Cc1ccc(C)c(NC(=O)C2CCC(C)(C(=O)O)C2(C)C)c1 (stereo unspecified)	-8.7	-13.1	x	39.7	-51.5	x	15.0	1.4	1.29
CC(NS(=O)(=O)c1ccccc1)C(=O)Nc1ccc(S(N)(=O)=O)cc1 (stereo unspecified)	4.3	-1.6	2.8	-3.5	-15.1	7.4	-19.6	1	0.0629
COc1ccccc1-n1c(SCC(=O)N2CCCCC2)nnc1-c1ccccc1O	-12.2	-25.0	7.2	5.2	-32.7	8.3	7.9	1.2	0.55
CCOC(=O)c1cc2ccc(OC)c(OC)c2c(=O)s1	9.2	14.7	6.6	1.3	-10.5	6.3	-11.4	1.1	0.0303
Cc1ccc2nc(SCC(=O)Nc3cccc([N+](=O)[O-])c3)[nH]c2c1	4.7	-15.9	x	-18.2	3.1	x	10.4	x	0.112
CC(C)NC(=O)c1ccc(-c2cccc(C(F)(F)F)c2)o1	10.4	-12.5	4.9	-1.5	14.4	5.2	-1.4	1.1	0.406
CCOC(=O)NCc1ccc(S(=O)(=O)Nc2ccc(C)cc2)cc1	-1.6	-7.2	4.6	0.0	-35.6	3.1	-14.2	1.2	1.11
COC(=O)[C@H](C)NC(=O)Nc1ccc(Oc2ccccc2)cc1	-7.9	3.2	5.0	-9.2	0.0	0.7	4.5	1.2	1.62
CC1=CC(C)C2C(=O)N(CCC[N+](C)(C)C)C(=O)C2C1 (stereo unspecified)	6.2	11.1	3.5	-3.5	-8.6	6.9	3.5	1.1	0.00422
O=C(CCCN1C(=O)C2C3C=CC(C3)C2C1=O)N1CCN(c2ccccc2)CC1 (stereo unspecified)	-7.2	1.8	-1.9	-15.8	59.3	2.9	27.9	1.4	-0.399

This is a subset; rates above refer to the full screens.
